Compound activity deposited in PubChem by Sanford-Burnham Center for Chemical Genomics.
DUSP3 inh = VHR1 phosphatase inhibitors, primary screen, biochemical, colorimetric, HTS. recombinant VHR phosphatase, colorimetric substrate read-out. inhibition, % at 20 µM. 50,000 compounds, 0.7% hits. AID 1992, 2009; in the data active = inhibition above about 60%; note: some results filed as inactive read as strong as hits
Target sequence (P51452 whole entry, looked up): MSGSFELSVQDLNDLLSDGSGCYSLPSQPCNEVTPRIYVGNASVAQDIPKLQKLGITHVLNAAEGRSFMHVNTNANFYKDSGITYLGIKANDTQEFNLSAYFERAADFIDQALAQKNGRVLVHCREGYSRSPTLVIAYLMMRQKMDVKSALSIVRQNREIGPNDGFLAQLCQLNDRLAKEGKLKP
Numbers without * were called inactive. Only part of the results is shown, so the mix of outcomes need not match the whole.

#	smiles	DUSP3 inh
1	CCc1cccc(C)c1NC(=O)COc1ccc(OC)cc1	-21
2	Nc1cc(=O)[nH]c(SCc2ccc(Cl)cc2Cl)n1	15
3	CC(=O)c1c(C)oc2c(Br)cc(NS(=O)(=O)c3ccc(Cl)cc3)cc12	-17
4	O=c1[nH]c(-c2ccc(O)c(Br)c2)nc2sc3c(c12)CCCC3	49
5	O=C(O)c1ccc2c(c1)C(=O)N(c1ccc(-c3nc4cc(N5C(=O)c6ccc(C(=O)O)cc6C5=O)ccc4[nH]3)cc1)C2=O	2
6	Cc1c(C(=O)Nc2ccc3oc(-c4ccncc4)nc3c2)cccc1[N+](=O)[O-]	2
7	O=C(CSc1nc2ccccc2o1)Nc1ccccc1[N+](=O)[O-]	-23
8	O=C(CSc1nc2ccccc2s1)N1c2ccccc2Sc2ccccc21	-81
9	CCOC(=O)C1=C(O)/C(=C/c2ccco2)SC1=Nc1ccc(Cl)cc1	-11
10	COc1cccc(C=C2C=C(C(C)(C)C)C(=O)C(C(C)(C)C)=C2)c1OC	5

Given with each value named: entries from further up
4. O=c1[nH]c(-c2ccc(O)c(Br)c2)nc2sc3c(c12)CCCC3
  DUSP3 inh: 49

5. O=C(O)c1ccc2c(c1)C(=O)N(c1ccc(-c3nc4cc(N5C(=O)c6ccc(C(=O)O)cc6C5=O)ccc4[nH]3)cc1)C2=O
  DUSP3 inh: 2

6. Cc1c(C(=O)Nc2ccc3oc(-c4ccncc4)nc3c2)cccc1[N+](=O)[O-]
  DUSP3 inh: 2

7. O=C(CSc1nc2ccccc2o1)Nc1ccccc1[N+](=O)[O-]
  DUSP3 inh: -23

Remaining list, next part.
#	smiles	DUSP3 inh
11	CCc1ccccc1NC(=O)c1c(NC(=O)c2ccccc2)sc2c1CCC2	-2
12	CSc1ccc(/C=N/NC(=O)c2cc(-c3ccccc3)n[nH]2)cc1	-15
13	CN1CCN(Cn2c(O)c(N=NC(=O)COc3ccc(Cl)cc3)c3ccccc32)CC1	-1
14	COc1ccc(C(=O)Nc2cc(-c3nc4cc(Cl)cc(Cl)c4o3)ccc2C)cc1	0
15	Cc1cc(=O)oc2cc(OCC(=O)OC(C)C)ccc12	-11
16	CN(C)CCN(Cc1ccccc1)c1ccnc(N(C)C)c1C#N	-2
17	Cc1ccc(OCC(=O)n2cnnc2N)c(Br)c1	-26
18	Cc1ccc(C)c(NC(=O)C2CC(=O)N(c3ccc(Br)cc3)C2)c1 (centres undefined)	18
19	Cc1cccc(N2C(=O)/C(=C/c3cc(C)n(C)c3C)C(=O)NC2=S)c1C	-8
20	Cc1ccc(OCC(=O)Nc2ccccc2C#N)c(C)c1	8
21	Cc1ccccc1NC(=O)CC1Sc2ccccc2NC1=O (centres undefined)	0
22	O=C(c1ccc(Cl)cc1)N1CCN(c2ccc([N+](=O)[O-])c(N3CCOCC3)c2)CC1	-5
23	Cc1ccccc1NCC(=O)N/N=C\c1cc(Cl)ccc1O	-90
24	O=C(CCn1c2ccccc2c2ccccc21)N/N=C/c1ccccc1O	-16
25	O=C1c2ccccc2C(=O)N1CC1CS1 (centres undefined)	-13
26	O=C(N/N=C/c1c(O)ccc2ccccc12)c1cc(C23CC4CC(CC(C4)C2)C3)[nH]n1	-6
27	c1ccc2c(c1)[nH]c1nc3nnnn3nc12	10
28	CC1=C(C(=O)OC(C)C)C(c2ccccc2Cl)C2=C(CC(C)(C)CC2=O)N1 (centres undefined)	-26
29	CCOC(=O)c1ccc(NC(=O)c2ccc3c(c2)OCO3)cc1	-14
30	Cc1cc(C(=O)NCCCN(C)C)ccc1[N+](=O)[O-]	-7
31	CN1CCN(C(=O)CCN2C(=O)/C(=C/c3cccs3)SC2=S)CC1	-3
32	CC(C)c1ccc(N(CC(=O)Nc2ccccc2Cl)S(=O)(=O)c2ccccc2)cc1	7
33	COc1ccc(OC)c(NC(=O)C2C3C=CC(C3)C2C(=O)O)c1 (centres undefined)	-12
34	Cc1cc2oc(=O)cc(C)c2cc1NC(=O)c1ccccc1	-20
35	Cc1onc(-c2ccccc2)c1C(=O)Nc1ccc(N(C)C)cc1	17
36	O=C(Nc1c(Cl)cccc1Cl)c1ccc(Cl)c(Cl)c1	-2
37	COc1ccc(N(CC(=O)Nc2ccc(C)cc2C)S(C)(=O)=O)cc1	-12
38	O=c1[nH]c(=S)n(-c2ccccc2F)c(O)c1C=C1C=CC=N1	21
39	COc1cccc(C2C(C(=O)Nc3ccccc3)=C(C)N=c3s/c(=C\c4sccc4C)c(=O)n32)c1 (centres undefined)	-20
40	COc1ccc(CCNC(=O)CN(c2ccc(Oc3ccccc3)cc2)S(C)(=O)=O)cc1OC	-24
41	O=C(NN1C(=O)/C(=C/c2ccc(F)cc2)SC1=S)c1ccncc1	8
42	O=C(c1cc2n(n1)C(C(F)(F)F)CC(c1ccco1)N2)N1CCCc2ccccc21 (centres undefined)	3
43	COc1cc(NC(=O)c2ccccc2F)cc(OC)c1	7
44	COc1ccc(N2C(=O)CC(Sc3nnc(-c4ccccc4)n3-c3ccccc3)C2=O)cc1 (centres undefined)	-10
45	CCc1ccccc1NC(=O)C1CC2CCC1C2 (centres undefined)	-9
46	O=S(=O)(Nc1ccc(Oc2ccccc2)cc1)c1ccc2ccccc2c1	-5
47	O=C(NCCO)c1cccc([N+](=O)[O-])c1	-4
48	CCOC(=O)CSc1nc2ccc(N3C(=O)c4ccccc4C3=O)cc2s1	-12
49	c1ccc2sc(SCCOCCSc3nc4ccccc4s3)nc2c1	-20
50	CCOc1ccc(NC(=O)C(=O)NC(C)c2ccc(OC)cc2)cc1 (centres undefined)	-28
51	CCOP(C)(=O)C(CC(=O)OC)C(=O)OC (centres undefined)	1
52	COc1ccc(O)c(C2=Nc3ccccc3N=C(C(F)(F)F)C2)c1	2
53	COc1ccc(/C=C/C(=O)NCCc2nc3ccccc3[nH]2)cc1Br	10
54	COc1ccccc1-n1c(SCC(=O)c2ccc(Cl)cc2)nc2ccccc2c1=O	-9
55	CCOc1ccc(NC(=O)C(C)Oc2ccc(OC)cc2)cc1 (centres undefined)	-20
56	CCOc1ccc(N(CC(=O)Nc2ccc(F)cc2)S(=O)(=O)c2ccc(SC)cc2)cc1	-9
57	COc1cc(/C=C/c2cc(C(F)(F)F)[nH]c(=O)n2)ccc1OCc1ccc(Cl)cc1Cl	10
58	CCn1c2ccccc2c2cc(NC(=O)CC(C)=O)ccc21	-3
59	CCc1ccc(-c2cc(C(=O)NC3CC3)c3ccccc3n2)cc1	-8
60	CCOC(=O)CSc1nc2sc3c(c2c(=O)n1-c1ccccc1)CCCCC3	-8

Another view of some results above:
#18 Cc1ccc(C)c(NC(=O)C2CC(=O)N(c3ccc(Br)cc3)C2)c1 (centres undefined)
- DUSP3 inh: 18
#35 Cc1onc(-c2ccccc2)c1C(=O)Nc1ccc(N(C)C)cc1
- DUSP3 inh: 17
#21 Cc1ccccc1NC(=O)CC1Sc2ccccc2NC1=O (centres undefined)
- DUSP3 inh: 0
#32 CC(C)c1ccc(N(CC(=O)Nc2ccccc2Cl)S(=O)(=O)c2ccccc2)cc1
- DUSP3 inh: 7

(cont.)
#	smiles	DUSP3 inh
61	COc1ccc(CC(=O)N2CCN(c3ccccn3)CC2)cc1OC	0
62	CC(=O)C1=C(O)CC(C)(C)CC1=NCc1ccccc1	11
63	CCOC(=O)c1nn(-c2ccccc2)cc1O	-6
64	COc1ccc(C(=O)Nc2cc(C)cc(C)n2)cc1OC	-5
65	COc1ccc(OC)c(N2C(=O)C3C4C=CC(C4)C3C2=O)c1 (centres undefined)	4
66	CC(=O)C1=C(Nc2ccccc2)CC(C)(O)C(C(C)=O)C1c1ccc(F)cc1 (centres undefined)	-16
67	COc1ccc(OC)c(C2C(C(C)=O)=C(O)C(=O)N2c2nc3ccccc3s2)c1 (centres undefined)	-6
68	Cc1ccc(C(=O)Nc2ccc(C(=O)/C=C/c3cccnc3)cc2)cc1	6
69	Cc1ccc(-c2oc3ccccc3c(=O)c2O)cc1	16
70	COc1cc(/C=C(\C#N)c2nc(-c3ccc(-c4ccccc4)cc3)cs2)ccc1O	-2

Quoted from the listing:
For DUSP3 inh, compound 69 is entered as 16
For DUSP3 inh, compound 65 is entered as 4
For DUSP3 inh, compound 19 is entered as -8
For DUSP3 inh, compound 39 is entered as -20
For DUSP3 inh, compound 32 is entered as 7

(further entries)
#	smiles	DUSP3 inh
71	COc1c(Cl)cc(C(=O)N2CCN(c3ccc(-n4c(C)ccc4C)cc3[N+](=O)[O-])CC2)cc1Cl	-14
72	C=CCOc1ccc(/C=C/C(=O)c2ccc(C)cc2)cc1OC	0
73	COc1cc(/C=C2\C(=O)NC(=O)N(c3ccc(Br)cc3)C2=O)cc([N+](=O)[O-])c1O	3
74	Cc1cc(N2CCOCC2)c2c(N)c(Br)cc(C)c2n1	-2
75	O=C(CN1C(=O)/C(=C/c2cccc(Br)c2)SC1=S)NC1=NCCS1	11
76	COC(=O)c1ccccc1Sc1c(-c2ccccc2)nc2ccccn12	2
77	Cc1ccc2nc(-c3ccc(NC(=O)C4CCC(C)(C(=O)O)C4(C)C)cc3)sc2c1 (centres undefined)	0
78	NC(=O)c1cc(NC(=O)c2cccc(F)c2)c(Cl)cc1Cl	15
79	O=C(Nc1ccccc1C(=O)NC1CCCCC1)c1ccccc1	-11
80	O=C(COc1ccc(C=C2C(=O)NC(=O)NC2=O)cc1)NCCc1ccccc1	-7
81	O=C(O)CN1C(=O)/C(=C/c2ccc(OC(=O)c3ccccc3I)cc2)SC1=S	23
82	COc1ccc(/C=C2\C(=O)NC(=O)N(c3cc(C)cc(C)c3)C2=O)cc1I	-1
83	CCCc1noc(-c2ccccc2Cl)n1	-6
84	Cc1cc(C(=O)NC2CCSC2=O)ccc1[N+](=O)[O-] (centres undefined)	0
85	CC(=O)c1ccc(NC(=S)NC(=O)c2cccnc2)cc1	-11
86	CCCC(=O)Nc1cccc(NC(=O)c2ccc(-c3cccc(Cl)c3C)o2)c1	16
87	O=C(/C=C/c1cc(Br)cs1)Nc1cccc([N+](=O)[O-])c1	-11
88	CCN(CC)C1=NS(=O)(=O)c2ccccc21	-36
89	CCN(CC)c1ccc(NC(=O)c2cccs2)cc1	-37
90	CCOc1ccccc1N1COc2ccc3ccccc3c2C1	-3
91	COc1cc(/C=C2/NC(=S)NC2=O)cc(Cl)c1OC(C)C	12
92	O=C(NC(=S)Nc1ccc2oc(-c3ccccc3Br)nc2c1)c1ccccc1Cl	4
93	COc1ccc(C(=O)CC(=O)c2ccccc2O)cc1OC	-22
94	COC(=O)c1c(C)oc2ccc(OCc3c(F)c(F)c(F)c(F)c3F)cc12	-26
95	Cc1nc2sc3c(c2c(=O)n1-n1cccc1)CCCC3	-3
96	CCCCOc1ccccc1NC1=NS(=O)(=O)c2ccccc21	-33
97	COc1cc(NC(=O)/C=C/c2ccc(C)cc2)c(OC)cc1Cl	0
98	COc1ccccc1N1CCN(C(=O)c2sc3cc(C)ccc3c2Cl)CC1	-35
99	Nc1nonc1C(=O)N/N=C/c1cn[nH]c1-c1ccccc1	-32
100	NC(=O)c1ccc(NC(=O)c2cccc(I)c2)cc1	-20
101	CCC1(C(O)(C#CCN2CCCCC2)c2ccccc2)CCCC1 (centres undefined)	-3
102	COC(=O)C1=C(C)NC(=O)NC1c1ccc(OC)c(OC)c1OC (centres undefined)	-36
103	COc1ccc(NC(=O)CC(C)=O)cc1Cl	4
104	COCCNC(=O)c1cc2n(n1)C(C(F)(F)F)CC(c1ccc(Br)cc1)N2 (centres undefined)	4
105	C=CCNC(=O)c1cnn(-c2ccccc2)c1NC(=O)c1ccccc1Cl	-18
106	O=S(=O)(Nc1nc2ccccc2s1)c1cccs1	-11
107	COc1ccccc1CC(=O)n1nnc2ccccc21	-11
108	CCCCCOC(=O)C1=C(C)NC2=C(C(=O)CCC2)C1c1cccc(Cl)c1 (centres undefined)	-9
109	Cc1cc(C)nc(/N=C(/N)Nc2cccc(C(F)(F)F)c2)n1	1
110	CCOC(=O)c1cn(CC)c2cc(N(C)CCc3ccc(OC)c(OC)c3)c(F)cc2c1=O	1
111	Cc1[nH]n(-c2ccccc2)c(=O)c1C=Nc1cccc(Br)c1	10
112	COc1ccc(NS(=O)(=O)c2ccc(C)c([N+](=O)[O-])c2)cc1	-12
113	Cc1cc(C)cc(NC(=O)COc2cccc(C)c2)c1	-16
114	CC1CCc2cc(F)ccc2N1C(=O)c1ccc(Cl)c(Cl)c1 (centres undefined)	10
115	Cc1ccc(C)c(N(CC(=O)Nc2c(C)n(C)n(-c3ccccc3)c2=O)S(=O)(=O)c2ccccc2)c1	-12
116	O=C(Nc1ccc(-c2nc3ccccc3[nH]2)cc1)c1ccc(Br)o1	51
117	CCCOc1c(Br)cc(C2C3=C(CC(C)(C)CC3=O)OC3=C2C(=O)CC(C)(C)C3)cc1OC	-5
118	Cc1cc(/C=C2\C(=O)NC(=O)N(c3cccc(Br)c3)C2=O)c(C)n1-c1cccnc1	15
119	CCCOC(=O)/C(C(N)=NCCO)=C(/O)OCCC	-27
120	CCCCCCCNC1CC(=O)N(c2ccc(F)cc2)C1=O (centres undefined)	-3

Next section.
#	smiles	DUSP3 inh
121	O=C(O)c1ccc(/C=N/N2CCN(c3ccccc3)CC2)cc1	-3
122	O=C(c1ccccc1)N1CCN(C2CC3CCC2C3)CC1 (centres undefined)	6
123	CCOC(=O)COc1ccc2cc(-c3nc4ccccc4[nH]3)c(=O)oc2c1	-18
124	CC(C)OC(=O)c1c(NC(=O)c2ccccc2F)sc2c1CCCCC2	-14
125	Cc1ccc(C(=O)/C=C/Nc2ccccc2)cc1	2
126	O=C1CC(N2CCN(c3ccccc3Cl)CC2)C(=O)N1c1cccc(Br)c1 (centres undefined)	-5
127	CC(=O)Nc1ccc(S(=O)(=O)N2CCN=C2C)cc1	15
128	CCc1c(C)sc(NC(=O)C23CC4CC(CC(C4)C2)C3)c1C(=O)OC	9
129	Cc1cccc(-c2n[nH]c(=S)n2-c2ccccc2)c1	11
130	CCOC(=O)C1=C(C)N=c2s/c(=C\c3ccc(O)c(OC)c3)c(=O)n2C1c1ccc(Cl)cc1 (centres undefined)	-18
131	COc1ccc(OC)c(/C=C2\SC(N3CCOCC3)=NC2=O)c1	-7
